High-throughput results as filed in PubChem BioAssay.
NIH3T3 tox: Cytotoxic Profiling in NIH 3T3 Cell Line of Diverse Libraries Using Quantitative High-Throughput Screening | NIH 3T3 viability, CellTiter-Glo ATP luminescence, 48-72 h | Potency, µM (titrated, usually from 96.7 µM), for inactives: at the top dose activity change, negative = cytotoxicity, actives largely listed as inhibitors | 4.3% of 94,000 active; further: potency means the concentration at half of the fitted maximal effect; nearly all actives have a fitted effect of over 55% in size
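Viability of NIH 3T3 cells after 48 or 72 hr compound treatment at 37 °C was assessed by CellTiter-Glo, with luminescence imaged following a 10 min room-temperature step.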
GPT2 inh: Primary qHTS assay for inhibitors of Glutamate pyruvate transaminase 2 (GPT2); Recombinant GPT2, coupled pyruvate oxidase/HRP Amplex Red fluorescence; Potency, µM (top dose mostly 57.7 µM), inactives show at the highest dose activity change, negative = inhibition, actives largely listed as inhibitors; 0.25% of 100,000 active; further: potency means the concentration at half of the fitted maximal effect; nearly all actives have a fitted effect of over 60% in size; many of its hits are not listed in these tables
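Inhibition is scored from Amplex Red fluorescence generated when pyruvate oxidase and HRP act on pyruvate released by GPT2. Reactions contain 10ng/uL enzyme, 250uM a-KG and 2mM L-alanine and run 30 min at room temperature.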
IP6K1 inh: Primary qHTS assay for small molecule inhibitors of Inositol hexaphosphate kinase 1 (IP6K1); Inositol hexakisphosphate kinase 1 (Homo sapiens), Q92551; IP6K1 kinase, ADP-Glo luminescence, 2 h; stronger effect = lower value; activity change, % (series mostly up to about 58 µM); 0.81% of 140,000 active; in the data active means activity change below about -25%
Target sequence (Q92551 whole entry, looked up): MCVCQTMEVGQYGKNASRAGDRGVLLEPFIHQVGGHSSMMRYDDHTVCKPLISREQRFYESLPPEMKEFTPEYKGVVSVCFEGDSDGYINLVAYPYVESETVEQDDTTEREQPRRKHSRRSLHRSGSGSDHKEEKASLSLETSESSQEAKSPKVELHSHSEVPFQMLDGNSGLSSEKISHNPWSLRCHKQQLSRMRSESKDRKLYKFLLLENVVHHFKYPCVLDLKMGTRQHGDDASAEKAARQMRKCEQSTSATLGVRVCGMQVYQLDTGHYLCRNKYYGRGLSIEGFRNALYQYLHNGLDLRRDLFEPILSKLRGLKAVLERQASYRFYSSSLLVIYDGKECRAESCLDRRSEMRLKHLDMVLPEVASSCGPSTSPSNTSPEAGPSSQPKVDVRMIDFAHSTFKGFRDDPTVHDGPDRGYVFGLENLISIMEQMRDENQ
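ADP-Glo luminescence measures ADP made by human IP6K1 during a 2 h RT reaction with ATP/IP6 (mix at 1.3 mM/130 uM); top library doses 57.5 and 19.1 uM final.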
HEK cytotox: Cytotoxic Profiling in HEK 293 Cell Line of Diverse Libraries Using Quantitative High-Throughput Screening | Potency, µM (highest dose often 115 µM), without a hit: top-dose activity change, negative = cytotoxicity, usual class: inhibitors | 6.6% of 94,000 active | HEK 293 viability, ATP luminescence (CellTiter-Glo), 48-72 h; further: potency means the concentration at half of the fitted maximal effect; nearly all actives have a fitted effect of over 60% in size
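Cytotoxicity was scored by loss of ATP-coupled luminescence (CellTiter-Glo) in HEK 293 cells. Compound treatment ran 48 or 72 hr at 37 degree Celsius, 5% CO2, 95% humidity.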
FLuc inh: Firefly luciferase inhibition profiling of diverse chemical library using quantitative high-throughput screening | Luciferin 4-monooxygenase (Photinus pyralis), P08659 | purified P. pyralis luciferase, luminescence, biochemical | Potency, µM (series often up to 115 µM), for inactives: at the highest dose activity change, negative = inhibition, most hits filed as inhibitors | 2.5% of 76,000 active | AID 1347043, 2019; further: potency means the concentration at half of the fitted maximal effect; nearly all actives have a fitted effect of over 65% in size
Target sequence (P08659 whole entry, looked up): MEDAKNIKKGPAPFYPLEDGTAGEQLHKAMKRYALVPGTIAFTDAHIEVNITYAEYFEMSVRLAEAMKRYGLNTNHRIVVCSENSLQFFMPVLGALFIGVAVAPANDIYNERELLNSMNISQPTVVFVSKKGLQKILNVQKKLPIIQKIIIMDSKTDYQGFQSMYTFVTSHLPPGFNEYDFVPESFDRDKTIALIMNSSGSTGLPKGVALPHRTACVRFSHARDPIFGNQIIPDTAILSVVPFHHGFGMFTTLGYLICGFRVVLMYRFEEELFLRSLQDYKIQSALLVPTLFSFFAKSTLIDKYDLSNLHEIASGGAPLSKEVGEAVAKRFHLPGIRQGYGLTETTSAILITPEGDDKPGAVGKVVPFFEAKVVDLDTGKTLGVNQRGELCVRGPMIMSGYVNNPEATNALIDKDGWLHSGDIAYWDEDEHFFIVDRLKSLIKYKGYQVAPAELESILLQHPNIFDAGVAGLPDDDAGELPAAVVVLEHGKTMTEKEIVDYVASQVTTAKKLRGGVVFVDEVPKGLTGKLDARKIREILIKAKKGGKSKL
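Biochemical qHTS: compound (6-point titration) added to 10uM D-luciferin plus 10uM ATP in Tris acetate pH 7.5 buffer with Mg, Tween-20 and BSA, then purified enzyme at 10nM; light output imaged.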
HEK293 viab: GF-AFC viability counterscreen for inhibitors of alpha-synuclein gene (SNCA) expression | HEK-293-SNCA-luc viability, GF-AFC fluorescence, 24 h | Potency, µM (titrated, usually from 57.1 µM), without a hit: at the top dose activity change, negative = cytotoxicity, hits mostly cytotoxic | AID 1671193, 2021 | 0.12% of 150,000 active;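 further: potency means the concentration at half of the fitted maximal effect; 0% = DMSO-treated cells and -100% = medium-only wells without cells; nearly all actives have a fitted effect of over 30% in size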
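Cytotoxicity counterscreen: after 24 h compound treatment of genome-edited SNCA-luciferase HEK-293 cells, live-cell protease substrate GF-AFC read by fluorescence after 30 min; activity scaled between DMSO (0%) and medium-only (-100%), curves Hill-fitted.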
SNCA expr inhib: Primary qHTS assay for inhibitors of alpha-synuclein gene (SNCA) expression; HEK-293 SNCA-luciferase knock-in, luminescence, 24 h; Potency, µM (titrated, usually from 57.2 µM), for inactives: top-dose activity change, negative = inhibition, hits mostly inhibitors; 0.17% of 140,000 active; AID 1671194, 2021;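 further: potency means the concentration at half of the fitted maximal effect; plate controls were DMSO cells for no effect and cell-free wells for full effect; nearly all actives have a fitted effect of over 45% in size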
An asterisk follows results filed as active; i = inactive; u = inconclusive; x = not tested or not shown; & = joins results of further samples; [ ] = remark or other dose. Unless noted, the call rests on the fitted dose curve; in most records, active means well fitted curve in the direction sought with a large enough effect; inconclusive means small, poorly fitted or top-dose-only effect, or another doubt; inactive means no such curve, though single readings can be large; an effect the other way counts as inactive or inconclusive. Unless noted, on the % scale 0 is the no-effect control and ±100 the full control effect.

SMILES	NIH3T3 tox	GPT2 inh	IP6K1 inh	HEK cytotox	FLuc inh	HEK293 viab	SNCA expr inhib
CCN(CCCNC(=O)CSc1cc(=O)n(CC)c2ccccc12)c1ccccc1	x	x	-10	x	x	-19%	-13%
CC(=O)NCCC(=O)N1Cc2ccccc2CC2(CCN(CC3CCNC3)C2)C1 (configuration not stated)	-4%	-2%	-12	-2%	x	4%	-25%
O=C1NC2(CCCN(Cc3ccc(C(F)(F)F)cc3)C2)COc2ccccc21 (configuration not stated)	u	-9%	24&10	u	-7%&-9%	8%&-5%	-18%&21%
CCn1cc(C(=O)N2CCN(c3cccc(Cl)c3)CC2)c(=O)c2cc(S(=O)(=O)N3CCC(C)CC3)ccc21	x	x	-7	x	x	-7%	u
O=C(c1ccc(C(F)(F)F)cc1)N1CCCC2(C1)C(=NC1CCCCC1)NC(=O)N2c1cccnc1 (configuration not stated)	0%	i	-13	1%	x	-1%	13%
O=C(NC1CCCCCC1)c1nc2sccn2c1-c1ccncc1	u	4%[88.5 µM]	14	u	x	-24%[87.6 µM]	26%[87.6 µM]
COc1cccc(-c2cc(C3CCN(C(=O)Nc4ccccc4C(F)(F)F)CC3)[nH]n2)c1	32µM*	i	0	22µM*	-14%	-5%	u
COc1ccc(S(=O)(=O)N(CC(=O)Nc2ccc(OC)cc2OC)c2ccc(Cl)cc2)cc1	x	x	42	x	x	-13%	-15%
O=C(C[C@@H]1C[C@H]2O[C@H](CNC(=O)N3CCOCC3)[C@@H](O)[C@H]2O1)N1CCC(F)(F)C1	-2%[174 µM]	-1%[88.5 µM]	8	1%[172 µM]	0%[172 µM]	3%[87.6 µM]	2%[87.6 µM]
COCCCc1sc(-c2ccccc2)nc1C(=O)Nc1ccccc1-c1nc2cc(CN3CCCC3)cnc2s1	x	i	1	x	x	18%[23.9 µM]	x
CCN(CC)S(=O)(=O)c1ccc2c(c1)N(CC(=O)Nc1c(C)cc(C)cc1C)C(=O)C1CCCN21 (configuration not stated)	x	x	-3	x	x	5%	7%
COc1cc2c(cc1OC)C(COc1ccccc1OC)N(C(=O)c1ccc(S(=O)(=O)N(C)C)cc1)CC2 (configuration not stated)	x	x	-9	x	x	8%	-8%

10 consecutive compounds from above, for reference:
SMILES	NIH3T3 tox	GPT2 inh	IP6K1 inh	HEK cytotox	FLuc inh	HEK293 viab	SNCA expr inhib
O=C1NC2(CCCN(Cc3ccc(C(F)(F)F)cc3)C2)COc2ccccc21 (configuration not stated)	u	-9%	24&10	u	-7%&-9%	8%&-5%	-18%&21%
CCn1cc(C(=O)N2CCN(c3cccc(Cl)c3)CC2)c(=O)c2cc(S(=O)(=O)N3CCC(C)CC3)ccc21	x	x	-7	x	x	-7%	u
O=C(c1ccc(C(F)(F)F)cc1)N1CCCC2(C1)C(=NC1CCCCC1)NC(=O)N2c1cccnc1 (configuration not stated)	0%	i	-13	1%	x	-1%	13%
O=C(NC1CCCCCC1)c1nc2sccn2c1-c1ccncc1	u	4%[88.5 µM]	14	u	x	-24%[87.6 µM]	26%[87.6 µM]
COc1cccc(-c2cc(C3CCN(C(=O)Nc4ccccc4C(F)(F)F)CC3)[nH]n2)c1	32µM*	i	0	22µM*	-14%	-5%	u
COc1ccc(S(=O)(=O)N(CC(=O)Nc2ccc(OC)cc2OC)c2ccc(Cl)cc2)cc1	x	x	42	x	x	-13%	-15%
O=C(C[C@@H]1C[C@H]2O[C@H](CNC(=O)N3CCOCC3)[C@@H](O)[C@H]2O1)N1CCC(F)(F)C1	-2%[174 µM]	-1%[88.5 µM]	8	1%[172 µM]	0%[172 µM]	3%[87.6 µM]	2%[87.6 µM]
COCCCc1sc(-c2ccccc2)nc1C(=O)Nc1ccccc1-c1nc2cc(CN3CCCC3)cnc2s1	x	i	1	x	x	18%[23.9 µM]	x
CCN(CC)S(=O)(=O)c1ccc2c(c1)N(CC(=O)Nc1c(C)cc(C)cc1C)C(=O)C1CCCN21 (configuration not stated)	x	x	-3	x	x	5%	7%
COc1cc2c(cc1OC)C(COc1ccccc1OC)N(C(=O)c1ccc(S(=O)(=O)N(C)C)cc1)CC2 (configuration not stated)	x	x	-9	x	x	8%	-8%

Later entries
SMILES	NIH3T3 tox	GPT2 inh	IP6K1 inh	HEK cytotox	FLuc inh	HEK293 viab	SNCA expr inhib
c1ccc(-n2cnnc2CC2CCNCC2)cc1	0%	i	8	0%	1%	9%	u
CCOC(=O)C(CC)N1CCN(Cc2ccc(F)cc2)C(=O)C1=O (configuration not stated)	x	x	4	x	x	-3%	32%[activator]
COc1cccc(C(=O)N2CCC(n3cc(-c4nc(C)no4)nn3)C2)c1 (configuration not stated)	-6%	-2%	2	0%	6%	5%	6%
O=C(O)CSc1nc2ccccc2nc1N1CCCCC1	x	x	-6	x	x	-2%	3%
Cc1ccccc1-c1cc(-c2ccc(=O)[nH]c2)c2cncn2c1	25µM*	0%[88.5 µM]	-4	71µM*	0%[172 µM]	10%[87.6 µM]	6%[87.6 µM]
COc1nccnc1NC1CCN(C(=O)NCCc2ccccc2)CC1	i	2%	-10	-4%	12%	-1%	33%[activator]
CC(C)C(=O)NC1CCCN(c2ccnc3ccnn23)C1 (configuration not stated)	1%[138 µM]	i	5	i	x	6%[87.6 µM]	1%[87.6 µM]
COc1ccccc1CN1CCNc2cc(-c3ccccc3)ncc2C1	u	-6%[88.5 µM]	-23	u	u	u	22%[87.6 µM]
COc1ccc(F)c(CN2CCC(CCC(=O)N3CCN(c4ccccc4)CC3)CC2)c1	u	-10%	-3	u	11%	-7%	-6%
O=C(CSc1nc2c([nH]c3ccccc32)c(=O)n1-c1ccccc1)N1CCCCCC1	x	x	20	x	x	-15%	19%
Cc1ccc(CNC(=O)N2CCCC(CN3CCC(C)CC3)CC2)cc1 (configuration not stated)	i	i	-2	i	-2%	6%	4%
CCOCCCNC(=O)C(c1ccc(OC)cc1)N(Cc1ccc2c(c1)OCO2)C(=O)c1ccc(NC(C)=O)cc1 (configuration not stated)	x	x	4	x	x	-18%	4%
Cc1ccc(Cl)cc1N1CCN(S(=O)(=O)c2ccc(-c3cnc(C4CC4)o3)cc2)CC1	x	x	16	x	x	9%	u
Fc1ccc(CN2CCC(Oc3ccccc3-c3nc(-c4cnccn4)no3)C2)cc1F (configuration not stated)	u	-3%	8	25µM*	-12%	u	0%
Cc1cc(NC(=O)C2CCCN(S(=O)(=O)c3cccc4nonc34)C2)ccc1Br (configuration not stated)	x	x	3	x	x	12%	39%[activator]
Cc1nn(C)cc1C(=O)N1C[C@@H](CO)[C@H](c2ccccn2)C1	1%	i	2	-9%	-11%	-4%	7%
C[C@@H](NC(=O)NC(C)(C)C)c1onc(-c2ccccc2)c1C(=O)O	i	-1%[88.5 µM]	8	i	-1%[172 µM]	3%[87.6 µM]	59%[activator][87.6 µM]
Cc1nc(N2CCC(NCCNc3ccncc3C)CC2)c2ccsc2n1	45µM*	4%[11.5 µM]	9	35µM*	3%	u	-3%
Cc1ccc(CNC(=O)c2noc(-c3ccc(C)cc3)n2)cc1	-24%	0%	-4	-10%	-18%	-7%	33%[activator]
CCOC(=O)c1c(NC(=O)c2cc3nc(-c4ccccc4)cc(C(F)(F)F)n3n2)sc2c1CCC(C)C2 (configuration not stated)	x	x	-13	x	x	5%	129%[activator]
O=C(Nc1cnc(-c2ccc(Cl)cc2)nc1)c1ccc(F)c(F)c1	-17%	i	1	-22%	u	10%	115%[activator]
CC(=O)Nc1cc(-c2nc3ccccc3s2)ccc1C	x	x	33	x	x	7%	90%[activator]
CSCC(=O)N1CCc2[nH]nc(-c3ccc4c(c3)OCO4)c2C1	-8%	i	13	-4%	-8%	1%	-18%
COc1ccc(S(=O)(=O)N2C[C@@H](Oc3cccnc3)C[C@@H]2C(=O)N2CCOCC2)cc1	i	-26%	6	2%	3%	-11%	u
COc1cccc(Cc2nc3ccccc3nc2SCC(=O)Nc2cc(OC)ccc2OC)c1	x	x	32	x	x	-21%	-3%
COc1ccc(S(=O)(=O)c2cn(CC(=O)Nc3cc(C)ccc3C)c3ccccc3c2=O)cc1	x	x	27	x	x	-5%	-3%
Cc1oc(-c2ccccc2F)nc1CSCC(=O)NCCc1ccccc1	x	x	2	x	x	9%	-6%
CN(CCCn1cc(-c2cncnc2)nn1)c1ccccc1	-26%	i	10	i	-3%	0%	-4%
COc1ccc(F)cc1S(=O)(=O)NCCc1c(C)[nH]c2c(Cl)cccc12	x	x	-5	x	x	-6%	-34%
O=C(Cc1cccs1)N[C@H]1CCN2C(=O)N(c3ccc(Oc4ccccc4)cc3)C(=O)[C@@H]2C1	u	3%	-5	u	-21%	-9%	1%
CC(NC(=O)C1CCN(C(=O)N2CCOc3ccccc32)CC1)c1ccccc1 (configuration not stated)	x	x	2	x	x	-3%	23%
CC(O)C(O)/C=C/C=C/C(=O)O[C@@H]1C=C(C(=O)O)[C@](O)(CO)[C@@]2(C)CCCC(C)(C)[C@H]12 (some centres not stated)	x	i	-2	x	x	26%[23.9 µM]	x
Cc1oc(-c2ccc(C(F)(F)F)cc2)nc1CN(C)C(C)c1cccs1 (configuration not stated)	u	-10%	0	u	1%	12%	28%
CC(=O)NC[C@H]1Cn2cc(-c3ccccc3)nc2CO1	i	-14%[88.5 µM]	7	i	u	5%[87.6 µM]	34%[activator][87.6 µM]
Cc1cccc(CN2CCn3c(nnc3[C@@H]3C[C@@H](O)CN3C)C2)c1	-8%	-18%	11	i	4%	3%[12.5 µM]	11%
CC1CCN(S(=O)(=O)c2nnc(NC(=O)c3cccc(F)c3)s2)CC1	x	x	22	x	x	0%	-2%
CN(C)c1ccc(CN2CC(Oc3ccc(F)c(F)c3)C2)cc1	u	-14%	-6	u	x	-3%	-7%
CN(c1ccccc1)c1ccc2nnc(-c3cc(C(=O)NCc4ccncc4)ccn3)n2n1	u	3%[88.5 µM]	0	71µM*	-8%[172 µM]	-7%[87.6 µM]	16%[87.6 µM]
CC(C)=CCC[C@](C)(O[C@@H]1O[C@H](CO[C@@H]2OC[C@@H](O)[C@H](O)[C@H]2O)[C@@H](O)[C@H](O)[C@H]1O)[C@H]1CC[C@]2(C)[C@@H]1[C@H](O)C[C@@H]1[C@@]3(C)CC[C@H](O[C@@H]4O[C@H](CO)[C@@H](O)[C@H](O)[C@H]4O)C(C)(C)[C@@H]3CC[C@]12C	x	i	19	x	x	7%[23.9 µM]	x
O=C(c1ccccc1F)N1CCC2(CC1)OCC(C(=O)N1CCCC1)N2C(=O)c1ccco1 (configuration not stated)	i	-8%	-5	i	0%	-3%	8%
